MITF primary: MITF inhibitors, primary screen, biochemical, AlphaScreen, human. Microphthalmia-associated transcription factor (Homo sapiens), O75030. AlphaScreen MITF homodimerization, bead proximity signal. inhibition, % at 2.6 µM. 650,000 tested, 0.91% active; in the data active = inhibition above about 50%;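 note: 0% = vehicle wells with protein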
Target sequence (O75030 whole entry, looked up): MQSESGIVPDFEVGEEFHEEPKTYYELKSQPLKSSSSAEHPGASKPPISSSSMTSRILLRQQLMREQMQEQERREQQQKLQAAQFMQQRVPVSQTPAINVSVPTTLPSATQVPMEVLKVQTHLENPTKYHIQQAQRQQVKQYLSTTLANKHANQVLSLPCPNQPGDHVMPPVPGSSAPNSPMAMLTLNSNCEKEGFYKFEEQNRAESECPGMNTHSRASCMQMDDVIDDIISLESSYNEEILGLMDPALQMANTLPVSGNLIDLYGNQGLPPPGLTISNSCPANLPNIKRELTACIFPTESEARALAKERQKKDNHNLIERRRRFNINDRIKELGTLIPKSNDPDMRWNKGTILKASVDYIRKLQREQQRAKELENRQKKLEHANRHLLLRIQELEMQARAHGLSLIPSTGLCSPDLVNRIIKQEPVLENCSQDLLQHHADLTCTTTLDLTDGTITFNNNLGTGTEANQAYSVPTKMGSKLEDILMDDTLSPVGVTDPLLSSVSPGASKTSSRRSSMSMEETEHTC
FBW7 act: FBW7 E3 ligase activators, primary screen, biochemical, AlphaScreen, human | F-box/WD repeat-containing protein 7 (Homo sapiens), Q969H0 | AlphaScreen FBW7–phospho-cyclin E peptide binding, activator screen | normalized activity (activation), % at 26.1 µM | 650,000 tested, 0.13% active | AID 1259310, 2017; in the data active = normalized activity above about 1.9%;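 note: purified mutant Fbw7 with reduced substrate affinity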
TEAD-YAP block: TEAD-YAP interaction inhibition, primary screen, TEAD-YAP interaction inhibitor project, luminescence, HEK-TIYL cells; TEAD-Gal4/YAP UAS-luciferase luminescence; inhibition, % at 9.12 µM; 640,000 tested, 1.4% active; in the data active = inhibition above about 32%;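 note: 0% = median of test compound wells and 100% = reference inhibitor wells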
GPR151 activ: activators of human GPR151, primary screen, cell-based, PathHunter beta-arrestin, luminescence; AID 1508602, 2020; 650,000 tested, 1% active; G-protein coupled receptor 151 (Homo sapiens), Q8TDV0; PathHunter beta-arrestin GPR151 cells; activation, % at 11.2 µM; in the data active = activation above about 4.9%;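 note: 0% = median of compound wells and 100% = cells with positive control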
Target sequence (Q8TDV0 whole entry, looked up): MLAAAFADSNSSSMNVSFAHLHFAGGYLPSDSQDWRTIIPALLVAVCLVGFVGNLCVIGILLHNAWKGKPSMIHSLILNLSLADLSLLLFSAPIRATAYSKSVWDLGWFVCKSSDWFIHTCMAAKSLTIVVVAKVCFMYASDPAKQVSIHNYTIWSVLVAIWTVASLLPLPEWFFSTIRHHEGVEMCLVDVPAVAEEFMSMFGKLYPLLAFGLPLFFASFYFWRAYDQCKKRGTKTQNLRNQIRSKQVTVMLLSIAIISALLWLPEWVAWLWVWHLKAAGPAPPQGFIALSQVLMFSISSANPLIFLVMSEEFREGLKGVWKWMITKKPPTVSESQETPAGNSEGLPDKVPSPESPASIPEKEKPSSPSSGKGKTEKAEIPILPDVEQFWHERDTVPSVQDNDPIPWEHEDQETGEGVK
* = called active by the depositor; & = joins results of further samples.

SMILES | MITF primary | FBW7 act | TEAD-YAP block | GPR151 activ
O=C(COc1ccc(/C=C2/NC(=O)NC2=O)cc1)Nc1ccc(F)cc1 | 3 | 0.1 | 16 | 0.7
COc1ccc(CN2CCN(c3ccc(C(C)=O)cc3)CC2)c(OC)c1OC | 11 | -0.1 | -3 | -0.8
COc1ccc(-c2csc(NC(=O)CN3C(=O)CCC3=O)n2)cc1 | -4 | -0.1 | 0 | 0.6
COC(=O)c1ccc(NC(=O)COc2ccccc2F)cc1 | -2 | -0.1 | -16 | 0.1
CCCC(=O)Nc1ccccc1NC(=O)COc1ccc(Br)cc1C | -4 | -0.1 | 0 | 1.9
CC(=O)Nc1ccc(S(=O)(=O)N(C2CC2)C2CCN(C(C)=O)CC2)cc1 | 16 | 0.6 | 1 | -1.1
Fc1ccccc1-c1cc(NCCCN2CCOCC2)nc(-c2cccnc2)n1 | -4 | -0.1 | 18 | 1.3
O=C1OC(c2ccco2)=N/C1=C\c1ccc(Cl)c(Cl)c1 | 8 | 0.1 | 2 | 0.6
CCOc1ccc(CCNC(=O)CSc2nc(-c3ccccc3)cn2N)cc1OCC | 7 | 0.0 | -2 | 4.8
Nc1nc(NC2CC2)cc(N2CCN(Cc3ccc4c(c3)OCO4)CC2)n1 | -3 | -0.2 | -16 | 0.1
CSc1ccc(C2C(C(=O)Nc3cccnc3)=C(C)NC3=C2C(=O)CCC3)cc1 (stereo unspecified) | 12 | 0.5 | 10 | -1.4
C=CCc1c(C)nc(SCc2ccccc2)[nH]c1=O | 2&18 | -0.1&-0.1 | 11&-3 | 1.8&-0.8
CC(=O)Nc1nnc(Cn2cnc3c2c(=O)n(C)c(=O)n3C)s1 | 22 | 1.6 | -12 | 2.6
COC(=O)[C@@H](NC(=O)C1CCN(c2nc(C)c3ccc(OC)cc3n2)CC1)c1ccccc1 | -13 | 0.1 | -7 | -1.0
CCOC(=O)C1=C(C)N=c2s/c(=C\c3ccccc3OC)c(=O)n2C1c1c(OC)ccc2ccc(OC)cc12 (stereo unspecified) | 0 | 0.0 | -8 | 1.4
CCc1c(C)nc2nncn2c1NCc1ccccc1 | 10 | 0.0 | 10 | -0.9
CC(C)CC1=NN(C(=O)CCc2ccc3c(c2)OCO3)C(O)(C(F)(F)F)C1 (stereo unspecified) | 3 | -0.1 | 6 | 2.2
Cc1cnc(Nc2nc3ccccc3n2C)nc1NCCCN1CCCC1=O | 7 | -0.1 | -9 | 2.0
CC(C)N(CCNc1nc(N2CCc3ccccc3C2)nc2c1ncn2Cc1ccc(C(F)(F)F)cc1)C(C)C | 13 | 0.1 | 3 | 2.4
CC1CN(CC(O)COc2c(F)cc(Br)cc2F)CC(C)O1 (stereo unspecified) | 16 | 0.1 | 0 | -1.1

Arranged by formula weight (ascending): some entries from above
SMILES | MITF primary | FBW7 act | TEAD-YAP block | GPR151 activ
CCc1c(C)nc2nncn2c1NCc1ccccc1 | 10 | 0.0 | 10 | -0.9
Cc1cnc(Nc2nc3ccccc3n2C)nc1NCCCN1CCCC1=O | 7 | -0.1 | -9 | 2.0
CCCC(=O)Nc1ccccc1NC(=O)COc1ccc(Br)cc1C | -4 | -0.1 | 0 | 1.9

(further entries)
SMILES | MITF primary | FBW7 act | TEAD-YAP block | GPR151 activ
CCN(CC)S(=O)(=O)c1ccc(N/N=C/c2ccc(F)c(F)c2)c([N+](=O)[O-])c1 | 0 | 0.1 | 6 | -1.0
N#CC1=C(N)Oc2n[nH]c(-c3ccc4ccccc4c3)c2C1c1ccc2c(c1)OCO2 (stereo unspecified) | 7 | -0.6 | 14 | 1.9
Cc1cc(N2C(=O)c3ccccc3C2=O)no1 | 14 | 1.5 | 14 | -0.7
O=C(Nc1ccc([N+](=O)[O-])cc1)c1nc[nH]c1C(=O)NCc1ccccc1 | -6 | -0.5 | 9 | 0.5
Cc1ccc(C2C3=C(CC(C)(C)CC3=O)Nc3ccc4ccccc4c32)cc1 (stereo unspecified) | 22 | 0.6 | 6 | 1.7
CN(C)c1cccc(Nc2cc(NCc3ccccc3)ncn2)c1 | 5 | -0.2 | -10 | -0.3
COC(=O)C(NC(=O)Nc1ccccc1)C(C)C (stereo unspecified) | 9 | 0.0 | 7 | 2.0
Cc1nn(CCCC(=O)Nc2cc(Cl)ccc2O)c(C)c1[N+](=O)[O-] | -12 | 0.2 | -7 | 1.5
CCOc1ccccc1C1C(C#N)=C(SCC(=O)Nc2ccc(Cl)cc2)NC(C)=C1C(=O)Nc1ccccc1 (stereo unspecified) | 5 | 0.4 | -1 | 0.4
Cc1onc(-c2ccccc2)c1C(=O)NNC(=O)c1nn(C)c(=O)c2ccccc12 | -9 | 0.0 | -6 | 0.9
Cc1ccc(CNC(=O)CCCn2c(=O)c3ccccc3n(CC(N)=O)c2=O)cc1 | -3 | -0.1 | 0 | 5.2*
CCN(Cc1ccncc1)C1CCCN(C(=O)Nc2cccc(C(F)(F)F)c2)C1 (stereo unspecified) | -1 | 0.0 | 11 | 0.6
CCOC(=O)C1=C(C)N(C)C(=O)NC1c1cc2c(cc1[N+](=O)[O-])OCO2 (stereo unspecified) | 12 | 0.0 | -1 | 0.6
CCOc1ccc2nc(NC3=NC(C)(C)CC(C)=N3)nc(C)c2c1 | -1 | -0.1 | 28 | -0.7
CC(=O)Nc1ccc(Nc2nc(-c3ccccc3)c3cc(C)ccc3n2)cc1 | 6 | -0.1 | 0 | -0.8
O=C(Nc1ccc([N+](=O)[O-])cc1Br)c1ccccc1O | 10 | -0.1 | 78* | -2.3
CN1CCN(NC(=O)c2ccc(Cl)cc2[N+](=O)[O-])CC1 | 23 | -0.1 | -2 | 2.8
NNC(=O)c1cc(-c2c[nH]c3ccccc23)n[nH]1 | 17 | 0.2 | -18 | 0.1
N#CCSc1nnc(Cc2ccc3c(c2)OCO3)o1 | 9 | 1.5 | 14 | -1.1
S=C(Nc1ccc(Cl)cc1)N(CCCN1CCCCC1)Cc1ccco1 | -10 | -0.1 | -3 | -1.2
C/C(=N\NC(=O)C1C(=O)NCC1c1ccccc1)c1cc([N+](=O)[O-])cs1 (stereo unspecified) | -6 | 0.0 | 12 | -0.4
CCCn1cnc2cc(NCc3cccs3)ccc21 | 8 | 0.4 | -59 | -0.4
COc1cc(C(=O)OCC(=O)NC(=O)C(C)C)ccc1OC(F)F | -2 | 0.0 | -1 | -0.2
C=CCn1c(C)c(C)n2c3c(=O)n(CC)c(=O)n(C)c3nc12 | 3 | -0.1 | 4 | 2.3
COc1ccc(-c2oc3ncn4nc(COc5ccccc5)nc4c3c2-c2ccc(OC)cc2)cc1 | 2 | 0.1 | 11 | 0.9
CC(C)(C)c1ccc(COC(=O)c2cccc(S(=O)(=O)N3CCOCC3)c2)cc1 | -11 | -0.1 | -3 | -0.7
O=C(COC(=O)C1=COCCO1)Nc1ccc2[nH]c(=O)[nH]c2c1 | -2 | -0.1 | -1 | 2.4
COc1ccc(-c2cc(C(F)(F)F)n3nc(C(=O)NCCN4CCOCC4)c(Cl)c3n2)cc1 | 11 | -0.2 | 0 | 1.5
O=C(O)C1C2CC=CC2c2cc(Cl)cc3c2N1CC1CC=CC31 (stereo unspecified) | -3 | 2.7* | -1 | -1.2
COc1ccc(NC(=O)CSc2nc3ccccc3s2)cc1 | -5 | -0.1 | 9 | 0.0
CCOc1ccc(-c2nnn(CC(C)=O)n2)cc1OCC | 5 | -0.1 | -53 | 0.1
CC(C)(C)NS(=O)(=O)c1ccc(Cl)c(C(F)(F)F)c1 | -11 | -0.2 | -1 | 0.1
Cc1ccc(/C=C/S(=O)(=O)NCC(=O)OCC(=O)c2ccc(Cl)s2)cc1 | -9 | -0.2 | -7 | -1.2
O=C(OCc1ccccc1)C1=NNC2C(=O)N(c3cccc(Cl)c3)C(=O)C12 (stereo unspecified) | -19 | 0.1 | -4 | -0.5
O=C(O)CN(c1ccc([N+](=O)[O-])cc1)S(=O)(=O)c1ccccc1 | 7 | 0.6 | 14 | -0.4
Cc1ccc(C(=O)CNC(=O)c2ccccc2)cc1 | 4 | -0.1 | 65* | -7.6
CC(=O)c1cccc(N2C(=O)c3ccc(Oc4cccc(Oc5ccc6c(c5)C(=O)N(c5cccc(C(C)=O)c5)C6=O)c4)cc3C2=O)c1 | 6 | 0.0 | -6 | 0.8
Cc1ccc(S(=O)(=O)N2CCCC2CNC(=O)C(=O)NC(C)C)cc1 (stereo unspecified) | -4 | -0.3 | -3 | 1.0
COc1ccc(NC2CC(=O)N(c3ccc(I)cc3C)C2=O)cc1 (stereo unspecified) | 4 | 0.2 | 1 | 1.3
COc1cccc(-c2nc(C(N)=O)c3[nH]c(=O)n(-c4ccc(F)cc4)c3n2)c1O | -6 | -0.1 | -7 | -0.2

Random excerpt: 4 entries already listed
SMILES | MITF primary | FBW7 act | TEAD-YAP block | GPR151 activ
CCOc1ccc(-c2nnn(CC(C)=O)n2)cc1OCC | 5 | -0.1 | -53 | 0.1
CC(C)(C)NS(=O)(=O)c1ccc(Cl)c(C(F)(F)F)c1 | -11 | -0.2 | -1 | 0.1
Cc1ccc(C(=O)CNC(=O)c2ccccc2)cc1 | 4 | -0.1 | 65* | -7.6
CC(C)(C)c1ccc(COC(=O)c2cccc(S(=O)(=O)N3CCOCC3)c2)cc1 | -11 | -0.1 | -3 | -0.7

Compound profiles, as listed above:
COc1cccc(-c2nc(C(N)=O)c3[nH]c(=O)n(-c4ccc(F)cc4)c3n2)c1O as listed: MITF primary = -6; FBW7 act = -0.1; TEAD-YAP block = -7; GPR151 activ = -0.2
COc1ccc(NC2CC(=O)N(c3ccc(I)cc3C)C2=O)cc1 (stereo unspecified) as listed: MITF primary = 4; FBW7 act = 0.2; TEAD-YAP block = 1; GPR151 activ = 1.3
CC(C)(C)c1ccc(COC(=O)c2cccc(S(=O)(=O)N3CCOCC3)c2)cc1 as listed: MITF primary = -11; FBW7 act = -0.1; TEAD-YAP block = -3; GPR151 activ = -0.7

The results go on.
SMILES | MITF primary | FBW7 act | TEAD-YAP block | GPR151 activ
Cc1ccc(CNCc2c(C(=O)O)c(C)n(Cc3ccc(F)cc3)c2C)cc1 | 15 | -0.2 | 10 | -0.8
CN(C)S(=O)(=O)N1CCC(n2nccc2NC(=O)CCCc2ccccc2)CC1 | 3 | 0.1 | -6 | -0.3
CCCOC(=O)C(CC)Oc1ccc2c3c(c(=O)oc2c1C)CCC3 (stereo unspecified) | -10 | -0.3 | -13 | -0.7
CCOC(=O)c1c(NC(=O)c2cc(-c3cccc(OCC)c3)nc3ccccc23)sc2c1CCCCC2 | 4 | 0.1 | -4 | 2.8
CSc1nc(N)n(CC(=O)Nc2ccc(N(C)C)cc2)n1 | -13 | -0.2 | 4 | -0.9
COCCNCCC1CCC(=O)N1CCc1cccc(Cl)c1 (stereo unspecified) | 7 | 0.1 | 5 | -0.5
CN(C)C1(CNC(=O)C2=NN(C3CCS(=O)(=O)C3)C(=O)CC2)CCCCC1 (stereo unspecified) | -9 | -0.1 | 1 | -0.5
COc1ccc(CNC(=O)c2ccc3c(=O)n(Cc4ccccc4OC)c(=S)[nH]c3c2)cc1 | -10 | 0.0 | 7 | 2.7
C=CCc1cccc2cc(C(=O)Nc3ccc(Br)cc3)c(=O)oc12 | 3 | -0.1 | -11 | -1.1
CC(=O)NCC(=O)OCC(=O)Nc1nc(-c2ccccc2)cs1 | 2 | 0.1 | -21 | -2.3
O=C(Nc1cccc(Cl)c1N1CCOCC1)c1cc([N+](=O)[O-])ccc1N1CCOCC1 | 13 | 0.1 | 6 | -0.2
CCOc1ccccc1/C=N/n1c(C)cc(C)c(C#N)c1=O | 12 | 0.5 | -7 | -0.9
O=C(NCCCN1CCCC1=O)c1cc2c(s1)CSC2 | 6 | -0.1 | -15 | 2.5
Cc1nc(N2CCOCC2)c2c(C)c(C(=O)N3CCC(C#N)CC3)sc2n1 | -4 | -0.1 | 2 | -0.7
CCc1cccc(NC(=O)CN(C2=NC3CS(=O)(=O)CC3S2)c2ccccc2F)c1 (stereo unspecified) | -10 | -0.2 | 0 | -2.4
O=C(Oc1ccccc1[N+](=O)[O-])c1ccccc1Cl | 10 | -0.3 | -3 | 10*
Cc1ccc(Cl)cc1NC(=O)C(=O)N/N=C/c1ccccc1Cl | -8 | 0.0 | -4 | 0.2
Cc1nn(C)c(C)c1-c1nc2ccc(C(=O)NC3CCN(Cc4ccccc4)CC3)cc2s1 | 22 | 0.0 | -7 | -1.4
CNC(=S)N1CCN(c2ncnc3c(-c4ccc(F)cc4)nsc23)CC1 | 2 | 0.0 | -2 | 0.4
COC(=O)c1ccc(OCC2c3cc(OC)c(OC)cc3CCN2C(=O)c2ccccc2)cc1 (stereo unspecified) | 17 | 0.3 | 9 | -0.1
CCOc1cc(/C=C2/C(=O)N(c3ccc(Cl)c(Cl)c3)N=C2C)ccc1OC(C)=O | 1 | -0.9 | -2 | -1.2
CSc1ccc(-c2nc(-c3cccs3)c(-c3cccs3)[nH]2)cc1 | -11 | 0.0 | 0 | 0.1
Cc1ccc(/C(O)=C2\C(=O)C(=O)OC2c2ccc(Cl)cc2)cc1 (stereo unspecified) | -9 | 0.1 | -3 | -1.2
COc1ccc(CN2CCN(S(=O)(=O)c3ccc(F)c(F)c3)CC2)c(OC)c1OC | 26 | 0.1 | 6 | 2.0
Cc1cccc(N2CCN(C(=O)c3ccc(S(=O)(=O)c4ccc(F)cc4)c([N+](=O)[O-])c3)C(C)C2)c1 (stereo unspecified) | 14 | -0.1 | 54* | 3.4

No enrichment for hits. Share with any hit: about 3.5%.
